High-throughput results: PubChem BioAssay, several laboratories
RBBP9 inh = human RBBP9 hydrolase inhibition. recombinant RBBP9, FP-Rh probe fluorescence polarization. O75884. inhibition, % at 7.94 µM. AID 1515. 0.2% of 220,000 active;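 active means inhibition above the campaign mean of all tested compounds plus 3 SD, cut at about 14% in these data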;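 further: plate controls were DMSO wells with RBBP9 for no effect and wells lacking RBBP9 protein for full effect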
Target sequence (O75884 whole entry, looked up): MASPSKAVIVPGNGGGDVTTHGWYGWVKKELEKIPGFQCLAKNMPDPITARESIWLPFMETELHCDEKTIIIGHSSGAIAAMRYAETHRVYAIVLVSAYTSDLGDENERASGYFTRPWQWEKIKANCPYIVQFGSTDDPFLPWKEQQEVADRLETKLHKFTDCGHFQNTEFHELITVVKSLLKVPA
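Test system – recombinant human RBBP9 · Input – RBBP9 2.5 µM in dispensing solution, pre-mixing · Medium – Tris buffer pH 8.0, NaCl, Pluronic · Schedule – preincubation 30 min plus labeling 45 min at 25 °C · Measured by – fluorescence polarization · Measure – % inhibition · Controls – DMSO and no-protein wells · Replicates – one well per compound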
NPY-Y1 antag = antagonists of human neuropeptide Y receptor Y1; P25929; HEK293-CNG Y1 cells, membrane potential fluorescence; NPY at EC95, then isoproterenol; inhibition, % at 3.6 µM; 1% of 200,000 active; AID 1040;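 active means inhibition above the campaign mean inhibition of all tested compounds plus 3 SD, cut at about 20% in these data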;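 further: 0% = DMSO wells given NPY plus isoproterenol and 100% = isoproterenol alone without NPY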
Target sequence (P25929 whole entry, looked up): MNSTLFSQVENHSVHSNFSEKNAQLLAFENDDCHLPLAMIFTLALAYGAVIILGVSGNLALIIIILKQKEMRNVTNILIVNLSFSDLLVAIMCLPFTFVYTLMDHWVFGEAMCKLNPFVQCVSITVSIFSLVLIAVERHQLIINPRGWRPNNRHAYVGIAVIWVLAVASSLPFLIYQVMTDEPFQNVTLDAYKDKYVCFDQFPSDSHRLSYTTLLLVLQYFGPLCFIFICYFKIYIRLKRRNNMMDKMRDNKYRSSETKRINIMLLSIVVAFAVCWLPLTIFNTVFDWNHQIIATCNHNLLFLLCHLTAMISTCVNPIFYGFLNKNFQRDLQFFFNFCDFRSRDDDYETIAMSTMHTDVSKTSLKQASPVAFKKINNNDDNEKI
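Material: HEK293 Y1/CNG channel cell line; also added: NPY (25 nM), isoproterenol (1 µM), Ro 20-1724 (25 µM); doses: one concentration, 3.6 µM, in 0.4% DMSO; schedule: compound incubation 1 h at room temperature, readout 45 min post-stimulation; technique: membrane potential fluorescence; measure: fluorescence ratio normalized to % inhibition between controls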
S1P4 antagonist = human S1P4 receptor antagonism; 0.26% of 220,000 active; inhibition, % at 4.98 µM; AID 1510; S1P4-expressing cells, antagonist mode, reporter read-out; in the data active means inhibition above about 29%;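 further: 0% = wells stimulated with agonist and 100% = vehicle wells without agonist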
BaF3 parental = counter-screen for JAK2V617F inhibitors: parental Ba/F3 viability inhibitors. CellTiter-Glo ATP luminescence. inhibition, % at 5.6 µM. 1.1% of 220,000 active. AID 1486;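 active means inhibition above a per-campaign cutoff, the mean inhibition of all tested compounds plus 3 SD, cut at about 27% in these data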;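 further: 0% = DMSO wells and 100% = JAK Inhibitor I control wells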
S1P4 ag = human S1P4 receptor agonism. activation, % at 4.98 µM. AID 1509. O95977. S1P4-expressing cell line, agonist reporter assay. 0.35% of 220,000 active; in the data active means activation above about 11%;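 further: 0% = DMSO vehicle and 100% = reference agonist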
NPY-Y2 PAM-ag = potentiators or agonists of human neuropeptide Y receptor Y2 | P49146 | cells expressing NPY-Y2, potentiator/agonist read-out | activation, % at 3.6 µM | 0.45% of 220,000 active | AID 1359; in the data active means activation above about 27%;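 further: cells stimulated with NPY near EC25 plus isoproterenol at EC100; 0% = vehicle plus submaximal agonist and 100% = vehicle plus saturating agonist; some results beyond the cut were filed as inactive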
Target sequence (P49146 whole entry, looked up): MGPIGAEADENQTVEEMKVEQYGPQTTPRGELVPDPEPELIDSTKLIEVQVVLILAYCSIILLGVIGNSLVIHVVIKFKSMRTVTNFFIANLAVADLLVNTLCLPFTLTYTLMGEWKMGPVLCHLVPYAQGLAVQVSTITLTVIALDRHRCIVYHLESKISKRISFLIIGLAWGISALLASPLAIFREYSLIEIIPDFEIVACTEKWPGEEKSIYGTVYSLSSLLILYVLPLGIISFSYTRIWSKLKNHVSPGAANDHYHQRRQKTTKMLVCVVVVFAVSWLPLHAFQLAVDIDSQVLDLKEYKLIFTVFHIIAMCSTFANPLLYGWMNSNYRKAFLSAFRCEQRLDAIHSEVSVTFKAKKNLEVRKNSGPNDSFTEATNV
Runt-CBFb FRET = inhibitors of human RUNX1 Runt domain binding to CBFb | Cerulean-Runt/Venus-CBFb FRET ratio 530/480, 1 h | inhibition, % at 20 µM | 0.46% of 220,000 active | AID 1496;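 active means inhibition over about 50% at 20 µM in the single-dose screen, limit read from the data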;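 further: 0% = DMSO wells and 100% = excess unlabeled CBFb competitor control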
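test system = Cerulean-tagged RUNX1 Runt domain (FRET donor) fusion protein | reagent = Venus-CBFb binding partner, 100 nM | incubation = protein complex preformed 1 h, compound exposure 1 h, room temperature, dark | detection = FRET fluorescence | read-out basis = loss of energy transfer signal | controls = 5 µM unlabeled CBFb as full-inhibition high control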
Ba/F3 V617F tox = lowers viability of Ba/F3 cells expressing EpoR and JAK2V617F | AID 1446 | ATP luminescence | inhibition, % at 5.6 µM | 1.1% of 220,000 active;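 active means inhibition above the campaign mean plus 3 SD over all tested compounds, cut at about 24% in these data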;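 further: cytokine-independent growth of Ba/F3 cells driven by EpoR plus mutant JAK2; 0% = DMSO-treated cells and 100% = JAK inhibitor I control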
NPY1 pot ag = potentiators or agonists of human neuropeptide Y receptor Y1; P25929; AID 1304; activation, % at 3.6 µM; 0.37% of 220,000 active; NPY-Y1 expressing cells, potentiator/agonist activation; in the data active means activation above about 33%, passing the limit was not always enough;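 further: cells stimulated with NPY at EC10 then isoproterenol at EC100; 0% = low agonist plus stimulus and 100% = saturating agonist plus stimulus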
The depositor's hits bear a star; . = not tested or not shown.

SMILES	RBBP9 inh	NPY-Y1 antag	S1P4 antagonist	BaF3 parental	S1P4 ag	NPY-Y2 PAM-ag	Runt-CBFb FRET	Ba/F3 V617F tox	NPY1 pot ag
COc1cccc(NC(=O)Cc2ccccc2)c1	2	1	-1	5	0.8	10	-2	1	11
Cc1nnc(NN)n(N)c1=O	-6	.	-1	1	-0.2	4	31	0	1
O=C(Cn1cnc2ccccc2c1=O)Nc1ccc2c(c1)CCC2	-9	4	-21	3	0.3	1	0	0	11
O=C(/C=C\Nc1ccccn1)c1ccccc1	-2	3	-12	6	2.1	1	0	2	-7
CCOc1ccccc1NC(=S)N1CCC(NC(=O)c2ccco2)CC1	-6	2	-9	-2	-0.7	10	0	-3	26
Nc1nc(=S)n(-c2ccccc2)[nH]1	7	0	-19	4	0.7	0	16	-2	19
O=C(O)CCc1cccnc1	-3	.	-14	-1	0.5	-4	-1	-1	-12
COc1ccc(-c2ccc(-c3noc(-c4cccc(OC)c4)n3)c(OC)n2)cc1	-4	1	4	-2	1.1	5	-1	-3	-2
O=C(c1ccccc1NS(=O)(=O)c1ccccc1[N+](=O)[O-])N1CCOCC1	-3	-2	-5	-2	4.0	12	2	-4	-8
O=C(NCc1cccnc1)Nc1ccccc1F	4	-3	5	0	-0.7	0	-2	-4	-14
CCOc1ccccc1CNC(=O)CCCc1cn(C)c2ccccc12	-5	5	2	4	-1.5	1	-3	4	-33
COC(=O)c1ccc(/C=N/Nc2nc3ccccc3[nH]2)cc1	1	9	-2	7	0.1	-1	-5	1	5
CCOc1ccc2nc(Cl)c(C3CC(c4ccccc4)=NN3C(=O)c3ccco3)cc2c1 (centres undefined)	-4	2	-13	8	1.1	-4	-2	0	-7
CC(=O)Nc1ccc(NC(=O)COc2ccccc2C(=O)Nc2cccc(Cl)c2Cl)cc1	3	9	-14	7	-4.5	11	0	-4	7
Cc1ccc(C(C#N)c2ccc3c(C(F)(F)F)cc(C(F)(F)F)nc3n2)cc1 (centres undefined)	-4	-3	1	-2	0.5	-1	-3	-3	17
CCOc1cc(NC(=S)Nc2ccccc2OC)c(OCC)cc1NC(=O)c1ccccc1C	-4	12	-7	12	-3.0	6	0	4	-19
COc1ccc(N2CCN(C(=S)Nc3ccc(S(N)(=O)=O)cc3)CC2)cc1	-6	-1	-4	6	-0.6	13	44	-1	10
O=C(CSc1ccc(-c2cccc([N+](=O)[O-])c2)nn1)N1CCCCCC1	-5	0	-1	2	1.5	-4	-2	-1	1
Cc1cccc(-n2c(O)c(C=NCCCN3CCOCC3)c3ccccc3c2=O)c1	-4	5	-4	4	0.5	-1	2	1	-9
O=C1C2C3C=CC(C3)C2C(=O)N1c1ccccc1OS(=O)(=O)c1ccccc1 (centres undefined)	-6	2	-12	2	1.3	0	-1	1	-6
CCC(C)[C@H](N)c1nnc(SCC(=O)c2ccc(Cl)cc2)o1 (some centres undefined)	-4	3	1	6	-1.6	-6	5	0	-5
CCOC(=O)c1[nH]c(C)c(C(=O)OC(C)C(=O)Nc2ncc(Cl)cc2Cl)c1C (centres undefined)	-3	4	-6	1	0.6	-18	-3	-2	3
Cc1ccc(C(=O)OCCN2CCN(c3ncc(C(F)(F)F)cc3Cl)CC2)cc1	2	5	-13	1	-1.9	1	-8	3	7
CCC12CN(S(=O)(=O)c3ccc(C)cc3)CC(CC)(CN(S(=O)(=O)c3ccc(C)cc3)C1)C2=O	-1	9	-6	2	-0.3	-1	0	-4	14
CN(C)C(=O)C(=O)c1cccn1-c1cccc(Cl)c1C#N	-8	0	11	7	-0.1	-4	-1	4	4
SMILES	RBBP9 inh	NPY-Y1 antag	S1P4 antagonist	BaF3 parental	S1P4 ag	NPY-Y2 PAM-ag	Runt-CBFb FRET	Ba/F3 V617F tox	NPY1 pot ag
CCCCNC(=O)c1ccc(/C=C2\Oc3ccccc3N(C)C2=O)cc1	-5	17	-12	4	0.3	1	-14	-1	-2
COc1ccc(C(=O)CSc2ccc(-c3ccccc3)nn2)cc1	-6	-1	0	7	-0.8	-6	3	5	-30
NC(=O)NOCc1ccccc1F	-15	-5	-4	4	-0.5	7	1	2	-15
CC1(C)C(=O)OC(c2c(F)c(F)c(F)c(F)c2F)C2(CCCCC2)C1=O (centres undefined)	-10	-2	-15	2	0.2	-2	-6	0	-11
Clc1ccccc1-c1nnc(-c2ccc3c(c2)OCO3)o1	-6	9	-10	1	-0.3	-9	1	-2	-9
CCOc1ncccc1C(=O)OCc1nnc(-c2ccccc2)o1	-3	7	-12	0	0.9	-7	-3	-4	7
O=C1CSC(c2ccccc2F)N1c1cc(Cl)ccc1O (centres undefined)	-2	0	-12	6	0.2	-12	-1	1	-15
C=CCNC(=O)c1ccccc1NC(=O)c1ccccc1N(C)S(C)(=O)=O	2	1	3	2	0.4	10	-2	-1	15
O=C(CCn1nc(-c2ccc(F)cc2)ccc1=O)NCc1ccccc1	-7	.	-4	-12	-2.3	-22	0	10	-6
Cc1cc(NC(=O)c2cc([N+](=O)[O-])cc([N+](=O)[O-])c2)no1	-12	.	5	0	-0.5	-1	2	-1	11
COC(=O)c1ccc(NC(=O)Cn2c(-c3nonc3N)nc3ccccc32)cc1	-6	-1	17	1	0.3	22	2	-4	4
Cn1c(SCC(=O)C(C)(C)C)nnc1-c1ccccn1	-7	3	-12	3	-3.7	-4	-1	1	-9
Cc1ccccc1C1C(C#N)=C2N=C(N)c3c(sc4c3CCCCC4)N2C2=C1C(=O)CCC2 (centres undefined)	2	3	4	10	0.7	-18	0	4	3
CCOC(=O)CS(=O)(=O)c1nc(-c2ccc(F)cc2)cc(C(F)(F)F)n1	-7	1	2	4	-1.4	-1	20	-3	10
C=CCc1ccc(OCC(O)CN2CCCCC2)c(OC)c1 (centres undefined)	-7	3	-1	5	1.5	-2	-1	-2	-3
Cc1ccc(CNC(=O)COC(=O)C2CCN(S(=O)(=O)c3cccs3)CC2)cc1	-5	10	-9	9	0.6	1	-1	3	-14
CC(=O)N1CCN(c2ccccc2NC(=O)COc2ccccc2C)CC1	-6	8	7	7	1.1	-3	4	2	-2
CCCCCCNC(=O)CSc1nccn1Cc1ccccc1	-1	2	-12	3	0.3	-18	1	-3	4
COc1ccc2nc(NC(=O)CCc3ccc(OC)c(OC)c3)sc2c1	-2	2	-4	6	0.3	10	-1	-2	4
N#Cc1ccc(CSc2nnc(-c3cccnc3)n2-c2ccccc2)cc1	0	1	-5	2	-0.8	9	-4	-6	15
O=C(NCCN1CCOCC1)c1ccc(CSCc2cccc(Cl)c2)o1	2	10	0	5	0.9	6	0	1	10
Cc1cc(N2CCCC2)nc2c(C)cccc12	0	0	-4	1	2.2	9	0	-2	8
N/C(=N\OC(=O)c1ccc2c(c1)OCO2)c1cccc(Br)c1	-3	0	-14	-1	0.1	3	-1	-2	-8
CCN(CC)S(=O)(=O)c1ccc(OC)c(NS(=O)(=O)c2ccc(F)cc2)c1	-6	-1	-18	7	-0.6	-6	50*	3	17
COc1ccc(C2=NOC(C(=O)NC3CCCCC3)C2)cc1OC (centres undefined)	-7	-3	-28	0	1.2	1	0	-3	3
SMILES	RBBP9 inh	NPY-Y1 antag	S1P4 antagonist	BaF3 parental	S1P4 ag	NPY-Y2 PAM-ag	Runt-CBFb FRET	Ba/F3 V617F tox	NPY1 pot ag
Cc1ccccc1CN(c1ccc(C(=O)N2CCCC2)cc1)S(C)(=O)=O	3	-1	-5	-2	2.2	-2	-1	-5	-3
CC(C)N1CCC(N2CCN(CC#Cc3ccccc3)CC2CCO)CC1 (centres undefined)	1	9	-10	6	2.7	-17	0	-2	5
COc1ccc(NC(=O)NC23CC4(C)CC(C)(CC(C)(C4)C2)C3)cc1	-1	-1	1	7	-0.5	-4	-2	5	-9
Cc1cc(NC(=O)COc2ccc3oc4ccccc4c3c2)no1	-3	17	-12	1	0.7	-17	2	1	-30
COCCCNC(=S)NNC(=S)Nc1cccc(Cl)c1	14	.	7	-3	0.5	6	13	2	2
COc1ccc(NS(=O)(=O)c2ccc3oc(Nc4ccc5c(c4)OCCO5)nc3c2)cc1	1	0	-5	3	0.3	13	1	-2	3
CCOC(=O)N1CCN(CC(=O)Nc2sccc2C#N)CC1	-3	4	-5	2	-0.3	-7	-1	-3	24
CCN(CC)CCNC(=O)C12CC3CC(C)(CC(C)(C3)C1)C2	1	-3	-1	6	0.7	-15	-1	0	-18
Cn1c(=O)c(Oc2ccc(F)cc2)c(O)c2ccccc21	3	-1	-5	4	0.8	16	1	7	17
CC(=O)NCCOC(=O)Nc1cccnc1	-5	12	-1	-1	0.9	11	-1	-1	11

For convenience, 14 of the compounds above.
SMILES	RBBP9 inh	NPY-Y1 antag	S1P4 antagonist	BaF3 parental	S1P4 ag	NPY-Y2 PAM-ag	Runt-CBFb FRET	Ba/F3 V617F tox	NPY1 pot ag
Cc1cc(N2CCCC2)nc2c(C)cccc12	0	0	-4	1	2.2	9	0	-2	8
N/C(=N\OC(=O)c1ccc2c(c1)OCO2)c1cccc(Br)c1	-3	0	-14	-1	0.1	3	-1	-2	-8
CCN(CC)S(=O)(=O)c1ccc(OC)c(NS(=O)(=O)c2ccc(F)cc2)c1	-6	-1	-18	7	-0.6	-6	50*	3	17
COc1ccc(C2=NOC(C(=O)NC3CCCCC3)C2)cc1OC (centres undefined)	-7	-3	-28	0	1.2	1	0	-3	3
Cc1ccccc1CN(c1ccc(C(=O)N2CCCC2)cc1)S(C)(=O)=O	3	-1	-5	-2	2.2	-2	-1	-5	-3
CC(C)N1CCC(N2CCN(CC#Cc3ccccc3)CC2CCO)CC1 (centres undefined)	1	9	-10	6	2.7	-17	0	-2	5
COc1ccc(NC(=O)NC23CC4(C)CC(C)(CC(C)(C4)C2)C3)cc1	-1	-1	1	7	-0.5	-4	-2	5	-9
Cc1cc(NC(=O)COc2ccc3oc4ccccc4c3c2)no1	-3	17	-12	1	0.7	-17	2	1	-30
COCCCNC(=S)NNC(=S)Nc1cccc(Cl)c1	14	.	7	-3	0.5	6	13	2	2
COc1ccc(NS(=O)(=O)c2ccc3oc(Nc4ccc5c(c4)OCCO5)nc3c2)cc1	1	0	-5	3	0.3	13	1	-2	3
CCOC(=O)N1CCN(CC(=O)Nc2sccc2C#N)CC1	-3	4	-5	2	-0.3	-7	-1	-3	24
CCN(CC)CCNC(=O)C12CC3CC(C)(CC(C)(C3)C1)C2	1	-3	-1	6	0.7	-15	-1	0	-18
Cn1c(=O)c(Oc2ccc(F)cc2)c(O)c2ccccc21	3	-1	-5	4	0.8	16	1	7	17
CC(=O)NCCOC(=O)Nc1cccnc1	-5	12	-1	-1	0.9	11	-1	-1	11
